Compound activity as filed in PubChem.
FXIa inh: human FXIa protease inhibitors, primary screen, biochemical, single compound per well. Coagulation factor XI (Homo sapiens), P03951. purified human FXIa, fluorogenic AMC substrate cleavage. inhibition, % at 10 µM. actives 0.3% (n = 33,000);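 active means inhibition above 40% in the primary screen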;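 further: 0% = enzyme without compound and 100% = blank wells lacking enzyme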
FXIIa single: human FXIIa protease inhibitors, primary screen, biochemical, single well; Coagulation factor XII (Homo sapiens), P00748; purified human FXIIa, AMC substrate fluorescence, 2 h; inhibition, % at 10 µM; actives 0.2% (n = 33,000); AID 701, 2007; in the data active means inhibition above about 30%;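 further: 0% = enzyme with vehicle only and 100% = no enzyme blank; many of its hits are not listed in these tables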
Target sequence (P00748 20-372 limits assumed): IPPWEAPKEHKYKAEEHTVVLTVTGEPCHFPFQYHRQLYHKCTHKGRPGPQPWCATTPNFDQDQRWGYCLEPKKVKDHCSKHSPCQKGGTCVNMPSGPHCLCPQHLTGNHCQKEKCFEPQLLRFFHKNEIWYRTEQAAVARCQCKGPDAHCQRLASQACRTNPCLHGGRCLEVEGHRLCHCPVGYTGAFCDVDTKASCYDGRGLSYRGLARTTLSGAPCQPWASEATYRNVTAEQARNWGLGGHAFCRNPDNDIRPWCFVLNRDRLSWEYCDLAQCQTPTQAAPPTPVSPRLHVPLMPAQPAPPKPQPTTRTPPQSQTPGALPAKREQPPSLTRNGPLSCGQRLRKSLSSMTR
Target sequence (P00748 373-615 limits assumed): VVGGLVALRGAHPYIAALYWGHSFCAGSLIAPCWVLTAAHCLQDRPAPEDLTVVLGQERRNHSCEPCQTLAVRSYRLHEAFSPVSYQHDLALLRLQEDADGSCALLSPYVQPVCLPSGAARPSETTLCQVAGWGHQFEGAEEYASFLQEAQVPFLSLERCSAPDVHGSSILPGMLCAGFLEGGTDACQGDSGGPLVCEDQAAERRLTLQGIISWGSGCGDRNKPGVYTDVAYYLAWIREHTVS
Numbers without * were called inactive. These rows are one share of the data (hit frequency here may not be typical).

SMILES | FXIa inh | FXIIa single
CCn1c(SCC(=O)c2c[nH]c3ccccc23)nnc1-c1cccs1 | 5 | 4
CCc1cccc(NC(=O)Cn2c(=O)oc3cc(S(=O)(=O)N4CCOCC4)ccc32)c1 | -13 | -16
O=C(CCCSc1ccccc1)Nc1nc(-c2ccccn2)cs1 | 13 | -13
CCc1ccc(NC(=O)N(CCN(C)C)C(C)c2cccnc2)cc1 (stereo unspecified) | -10 | -19
N#CCCn1cnc2c(=S)nc[nH]c21 | 4 | 5
O=C(Nc1ccccc1)N1CCN(c2ncccn2)CC1 | -3 | 6
CCOc1ccc(OCC)c(NC(=O)C2CCN(S(=O)(=O)c3cccc4nonc34)CC2)c1 | 5 | 4
CCC(=O)OC1=C2C(=Nc3c(c(=O)n(C)c(=O)n3C)C2c2ccccc2)c2ccccc21 (stereo unspecified) | 0 | 1
COc1ccc(S(=O)(=O)N(C)CC(=O)NCc2cccnc2)cc1OC | -11 | 6
COCCN1CC(=O)N(c2cccc(C)c2C)C(c2ccc(Cl)cc2)C1=O (stereo unspecified) | 9 | 3

One compound at a time, from the list above:
CCOc1ccc(OCC)c(NC(=O)C2CCN(S(=O)(=O)c3cccc4nonc34)CC2)c1 is listed as FXIa inh = 5; FXIIa single = 4
CCn1c(SCC(=O)c2c[nH]c3ccccc23)nnc1-c1cccs1 is listed as FXIa inh = 5; FXIIa single = 4

More entries
SMILES | FXIa inh | FXIIa single
Cc1ccc2ncnc(NCCCN3CCOCC3)c2c1 | 2 | 3
Nn1c(SCC(=O)N2CCOCC2)nnc1-c1ccccc1Cl | 3 | 6
Cc1cc(-c2csc(N)n2)c(C)n1CCC(C)C | 0 | 6
COC(=O)CSc1nc2ccccc2nc1SCC(=O)OC | 1 | 8
CCCCOc1cccc(C(=O)N(Cc2ccco2)C2CCS(=O)(=O)C2)c1 (stereo unspecified) | 4 | 8
O=C(COC(=O)c1ccc(S(=O)(=O)N2CCc3ccccc3C2)cc1)NC(=O)NCc1ccco1 | 1 | 12
COc1ccc(-c2cc(C(F)F)nc(-n3nc(C)cc3C)n2)cc1 | -1 | 6
CCOC(=O)c1cnn2c(C(F)(F)F)cc(-c3ccccc3)nc12 | 2 | -40
CC1CCCN(C(C(=O)Nc2ccc(C(C)C)cc2)c2ccc3c(c2)OCO3)C1 (stereo unspecified) | -12 | -17
Cc1nn(-c2cc(N3CCOCC3)ccc2[N+](=O)[O-])c(=O)c2ccccc12 | -6 | 4

Given with two lines to a compound: entries from further up.
Each structure is followed by: FXIa inh, FXIIa single
> COCCN1CC(=O)N(c2cccc(C)c2C)C(c2ccc(Cl)cc2)C1=O (stereo unspecified)
 : 9, 3
> Cc1cc(-c2csc(N)n2)c(C)n1CCC(C)C
 : 0, 6
> CC1CCCN(C(C(=O)Nc2ccc(C(C)C)cc2)c2ccc3c(c2)OCO3)C1 (stereo unspecified)
 : -12, -17

(cont.)
SMILES | FXIa inh | FXIIa single
COC(=O)c1ccc(Cn2nc(C(F)(F)F)cc2C)cc1 | -12 | 4
CC12CC3CC(C)(C1)CC(C(=O)NC1=NCCS1)(C3)C2 | 3 | 8
CCOC(=O)C1CCCN(C(=O)c2ccc3c(c2)OCO3)C1 (stereo unspecified) | -3 | 5
Cc1cc(C)n(C(=O)CNC(=O)C(c2ccccc2)c2ccccc2)n1 | -3 | 9
Cc1cccc(NC(=O)NCc2ccc3c(c2)cc(C)n3C)c1 | 2 | 7
O=C(O)C1CCCCC1C(=O)NCCc1cccc(Cl)c1 (stereo unspecified) | 0 | 2
COC(=O)c1ccc2c(=O)n(NC(=O)C(c3ccccc3)c3ccccc3)c(=S)[nH]c2c1 | -5 | -1
Cc1cc(C)n2ncnc2n1 | -9 | 2
CC(Oc1ccc(Cl)cc1)c1ccnn1S(C)(=O)=O (stereo unspecified) | 1 | 10
CCS(=O)(=O)n1nc(-c2ccco2)nc1SC | -1 | 4
CCOc1cc(S(=O)(=O)N2CCCCC2)ccc1Cl | 6 | 4
Cc1ccc(S(=O)(=O)C(F)(F)F)cc1NC(=O)c1cccnc1 | 6 | 4
C=CCC(c1ccccc1F)N(CCN1CCOCC1)C(=O)Nc1cccc(Cl)c1 (stereo unspecified) | -4 | -2
O=C(N1CCOCC1)C12CC3CC(C1)CC(c1ccccc1)(C3)C2 | 7 | 5
Clc1ccc(-c2nnc3sc(-c4ccco4)nn23)c(Cl)c1 | -1 | 2
COc1ccc(C(C)=O)cc1CN1C(=O)C(C)N(c2ccc(C)cc2)C1=O (stereo unspecified) | 0 | 1
c1coc(Cn2c(SCc3nc4ccccc4[nH]3)nnc2-c2cccs2)c1 | -4 | 8
O=C(Nc1nc(-c2ccc(Cl)cc2)cs1)c1cccnc1 | 8 | 26
COc1ccc(CC(C)N2CCN(c3ccccc3)CC2)cc1OC (stereo unspecified) | -4 | 4
COC(=O)c1ccc(C)c(NC(=O)c2nn(C)c(=O)c3ccccc23)c1 | 2 | 6
O=C(CCS(=O)(=O)c1cccc2nsnc12)N1CCN(c2ccccc2F)CC1 | -2 | 0
Cc1ccc(/C(O)=C2/C(=O)C(=O)OC2c2ccc(Cl)cc2)cc1 (stereo unspecified) | 14 | 9
COc1ccc(-n2c(COc3cccc4ccccc34)nnc2SCC#N)cc1 | 2 | 8
CCN(CC)CCn1c(NCc2ccccn2)nc2ccccc21 | 34 | -17
CC(=O)Nc1ccc(N2C(=O)CSC2c2c(F)cccc2Cl)cc1 (stereo unspecified) | 4 | 10
c1ccc(OCCCCN2CCOCC2)cc1 | 13 | -9
O=C(CN1CCOCC1)NC1CC2CCC1C2 (stereo unspecified) | -1 | 0
CCOC(=O)C(CC)n1nc(C)n2c(cc3occc32)c1=O (stereo unspecified) | -1 | 6
COc1c2c(nc3ccccc13)OC(C(C)(O)CO)C2 (stereo unspecified) | 5 | -1
CCCCCOc1ccc(NC(=O)C(=O)NCCC2=CCCCC2)cc1 | 4 | 2
O=C1OCc2ccc(NC(=O)C3CCCCC3)cc21 | 5 | 5
O=C(CSc1ncccn1)Nc1ccc(S(=O)(=O)N2CCCCC2)cc1 | 5 | 4
COc1ccc(N2C(=O)CC(n3cnc4ccccc43)C2=O)cc1 (stereo unspecified) | -13 | 4
COC(=O)c1cn(CCOc2ccccc2OC)c2ccccc12 | 6 | 9
Cc1ccc(-c2nnc(N3CCN(C(=O)Cn4c(=O)n(C)c5ccccc54)CC3)c3ccccc23)cc1 | 4 | 1
CC(=O)C1=C(NC(=O)c2ccccc2F)C[C@@H]2[C@H]1C2(C)C | 8 | 5
COc1ccc(-n2nc3c(c2NC(=O)Cc2cccc(C)c2)CS(=O)C3)cc1 (stereo unspecified) | 4 | 26
N#CNC(N)=Nc1cccc(Cl)c1 | -4 | 3
CN1CCN(S(=O)(=O)c2ccc(Br)c3nsnc23)CC1 | -12 | -2
O=C(O)C(Cc1ccccc1)N1Cc2ccccc2C1=O (stereo unspecified) | -1 | -8
CC1CC(C)CN(CC(=O)Nc2ccc3c(c2)OCCO3)C1 (stereo unspecified) | -5 | 6
COc1ccc(-c2noc(COc3ccc4c(c3)OCO4)n2)cc1 | 3 | 6
COc1ccc(CN(C(=O)CNC(=O)c2ccco2)C(C(=O)NC2CCCC2)c2ccco2)cc1 (stereo unspecified) | 0 | -17
O=C(CSCc1cnn(-c2ccccc2)c1-n1cccc1)N1CCN(Cc2ccccc2)CC1 | 5 | 4
Cc1ccc(NC2=Nc3ccccc3CC2)cc1 | 4 | 10
COCCN(CCOC)c1nc(S(=O)(=O)c2ccc(C)cc2)c(Cl)s1 | 2 | -3
COc1ccc(Cc2c[nH]c(=O)[nH]c2=O)cc1 | 4 | 9
CC(Oc1ccc(Cl)cc1)C(=O)OCC(=O)Nc1ncc(Cl)cc1Cl (stereo unspecified) | 9 | 10
CCOC(=O)Nc1ccc2c(c1)N(C(=O)CCN1CCN(CCO)CC1)c1ccccc1CC2 | 0 | 6
CC(C)(C)CC(C)(C)NC(=O)CSCC(=O)Nc1ccc2ccccc2c1 | -1 | 10

Continued; it opens with the 2 that closed the last part.
SMILES | FXIa inh | FXIIa single
CCOC(=O)Nc1ccc2c(c1)N(C(=O)CCN1CCN(CCO)CC1)c1ccccc1CC2 | 0 | 6
CC(C)(C)CC(C)(C)NC(=O)CSCC(=O)Nc1ccc2ccccc2c1 | -1 | 10
N=c1c2c(-c3ccccc3)c(-c3ccccc3)n(Cc3ccco3)c2ncn1Cc1ccccc1 | -11 | 2
CC(C)Oc1cccc(-c2cc(C(=O)N3CCN(c4ncccn4)CC3)c3ccccc3n2)c1 | 1 | 8
Cc1ccc(OCCSc2nnc(-c3cccs3)n2C)cc1 | 3 | 2
CCN(CC)S(=O)(=O)c1cccc(-c2nnc(SC(C)C(N)=O)n2CCc2ccccc2)c1 (stereo unspecified) | 2 | 3
c1ccc2[nH]c(SCc3cscn3)nc2c1 | 0 | 0
CCOc1cc(C2C(C(=O)N3CCOCC3)=C(C)NC3=C2C(=O)CCC3)ccc1O (stereo unspecified) | -6 | 3
COc1ccc2c(CC(=O)NCc3ccc4c(c3)OCO4)coc2c1 | 3 | 6
CCCCSc1nnc(-c2ccc(C)cc2)o1 | 3 | 19
Cc1cc(C)n(-c2nc(NCC(C)O)c3c4c(sc3n2)COC(C)(C)C4)n1 (stereo unspecified) | 3 | 9
CC(C)Oc1ccc(C2CC(=O)N(c3ccccc3)C2=O)cc1 (stereo unspecified) | 6 | 25

Gathered by group, the compounds so far containing a thiophene ring, fused or not.
SMILES | FXIa inh | FXIIa single
CCn1c(SCC(=O)c2c[nH]c3ccccc23)nnc1-c1cccs1 | 5 | 4
c1coc(Cn2c(SCc3nc4ccccc4[nH]3)nnc2-c2cccs2)c1 | -4 | 8
Cc1ccc(OCCSc2nnc(-c3cccs3)n2C)cc1 | 3 | 2
Cc1cc(C)n(-c2nc(NCC(C)O)c3c4c(sc3n2)COC(C)(C)C4)n1 (stereo unspecified) | 3 | 9

Later entries
SMILES | FXIa inh | FXIIa single
O=c1[nH]c2ccccc2n1CCCN1CCN(C(c2ccccc2)c2ccccc2)CC1 | 6 | 1
CCCNC(=O)COC(=O)c1[nH]c(C)c(C(=O)OCC)c1C | -7 | -5
CS(=O)(=O)N1CCN(c2ccccc2NC(=O)C(c2ccccc2)c2ccccc2)CC1 | -4 | 13
Cc1ccc(N(C)S(=O)(=O)c2ccc(C)cc2)cc1 | -8 | -3
CCc1cc2c(=O)c(-c3nc4ccccc4n3C)c(COCC(=O)O)oc2cc1OC(=O)C(C)(C)C | -1 | -7
Cc1cc(C)nc(SCC(=O)Nc2ccc(S(=O)(=O)NC(C)(C)C)cc2)n1 | 1 | 6
CCN(CC)CCn1c(NCc2cccc(OC)c2)nc2ccccc21 | 5 | 8
O=C(COc1ccc(Br)cc1)N1CCC(c2ccccc2)C1 (stereo unspecified) | -10 | 5
CCN1CCN(C(=S)Nc2ccc(Cl)cc2Cl)CC1 | -4 | 3
Cc1ccc(S(=O)(=O)n2cc(-c3ccccc3)c(N)n2)cc1 | 2 | 9
c1ccc(OCc2nc(-c3cccs3)no2)cc1 | -6 | 5
COc1cc(OC)c(-n2c(C)cc(C=O)c2C)cc1Cl | 0 | 3
O=C(Oc1ccc(N2C(=O)CCC2=O)cc1)c1ccccc1 | 1 | 6
Cc1nn(Cc2ccc(Cl)cc2)c(=O)n1N(C)c1ncc(C(F)(F)F)cc1Cl | 6 | 4
CC(C)n1c(-c2cccs2)nc2ccccc21 | 1 | 1
CC(C)(C)SCCNS(=O)(=O)c1ccc2ccccc2c1 | -7 | 6
Cc1ccc(C(C(=O)NCc2ccccc2)N(C(=O)c2csnn2)c2cccc3ccccc23)o1 (stereo unspecified) | 24 | -15
C=C(Cl)COc1cc(C)cc2oc(=O)cc(CC)c12 | -2 | 11
O=C(NCc1ccncc1)C1CCN(S(=O)(=O)Cc2ccccc2)CC1 | 5 | 8
COc1ccc(C(CC(=O)c2ccccc2)C2CCCCC2=O)cc1 (stereo unspecified) | 31 | -20
Cc1cc(C)cc(Nc2ccc(C(=O)O)cc2N)c1 | -1 | 1
